Assay outcomes: PubChem BioAssay, several laboratories
PLK1 kinase inh: human PLK1 kinase inhibitors, primary screen, biochemical, TR-FRET. Serine/threonine-protein kinase PLK1 (Homo sapiens), P53350. recombinant PLK1 kinase, TR-FRET peptide phosphorylation. actives 0.53% (n = 97,000). AID 619, 2007. inhibition, % at 10 µM;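 active = inhibition of 50% or more in the single-concentration screen; inactive = inhibition below 50%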;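 note: 0% = DMSO max control and 100% = H-89 dihydrochloride min control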
Target sequence (P53350 whole entry, looked up): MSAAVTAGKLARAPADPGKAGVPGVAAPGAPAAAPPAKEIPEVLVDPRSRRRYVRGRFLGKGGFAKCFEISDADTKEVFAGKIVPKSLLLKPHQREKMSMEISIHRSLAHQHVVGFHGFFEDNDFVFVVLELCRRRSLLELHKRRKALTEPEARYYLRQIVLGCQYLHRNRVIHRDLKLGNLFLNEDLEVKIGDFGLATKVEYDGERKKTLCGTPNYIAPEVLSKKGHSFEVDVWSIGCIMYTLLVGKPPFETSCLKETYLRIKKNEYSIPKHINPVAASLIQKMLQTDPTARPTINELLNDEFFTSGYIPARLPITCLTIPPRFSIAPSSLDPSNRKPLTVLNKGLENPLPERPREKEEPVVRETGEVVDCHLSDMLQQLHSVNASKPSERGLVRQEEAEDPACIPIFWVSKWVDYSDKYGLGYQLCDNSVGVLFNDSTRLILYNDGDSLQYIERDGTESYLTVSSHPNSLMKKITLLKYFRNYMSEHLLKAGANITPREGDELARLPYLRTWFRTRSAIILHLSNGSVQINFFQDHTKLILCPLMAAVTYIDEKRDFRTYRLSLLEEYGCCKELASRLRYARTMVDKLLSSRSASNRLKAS
Plk1 PBD FP: Plk1 polo box domain binding inhibitors, primary screen, biochemical, fluorescence polarization | Serine/threonine-protein kinase PLK1 (Homo sapiens), P53350 | Plk1 PBD phosphopeptide binding | inhibition, %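 (tested at about 20 µM)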 | actives 0.13% (n = 97,000); in the data active = inhibition above about 34%, passing the limit was not always enough
CYP2C9 activ: human CYP2C9 activators, primary screen, biochemical, luminescence; AID 1024, 2008; recombinant CYP2C9, luciferin-H conversion; stronger effect = higher value; factor 1 = untreated enzyme, 0 = blocked; Cytochrome P450 2C9 (Homo sapiens), P11712; actives 1.4% (n = 96,000); activation factor at 5 µM;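 active = activation factor of 2 or more for CYP2C9 at a 5 µM dose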;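 note: 0 = sulfaphenazole-blocked wells and 1 = vehicle-only wells; values of inactives mirror those of a sister screen read the other way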
Candida biofilm: clotrimazole potentiators killing Candida biofilms, primary screen, with clotrimazole, Alamar Blue | C. albicans biofilm + clotrimazole | inhibition, % at 6 µM | actives 0.14% (n = 85,000);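 active = inhibition above 20%; inactive = inhibition below 20%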;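 note: preformed 24 hr biofilms exposed to compound for 48 hr; 0% = biofilm without compound and 100% = blank killed by clotrimazole plus chlorhexidine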
PTPN22 inh 2: PTPN22 phosphatase inhibitors, primary screen, biochemical, DiFMUP fluorescence, 2 µM; recombinant LYP catalytic domain; inhibition, % at 2 µM; actives 0.21% (n = 96,000);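 active = inhibition at 2 µM at or above a set limit, the screen mean plus 3 SD, cut at about 24% in these data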;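 note: 0% = DMSO with enzyme and 100% = enzyme fully blocked by orthovanadate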
EphB4 ephrin blk: EphB4-ephrin-B2 interaction antagonists, primary screen, biochemical, TNYL-RAW peptide probe, fluorescence polarization; EphB4 LBD / TNYL-RAW-Alexa532 peptide; inhibition, % at 7 µM; actives 0.15% (n = 97,000);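 active = inhibition above the screen-wide mean inhibition plus 3 SD, cut at about 15% in these data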;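 note: 0% = DMSO wells and 100% = excess unlabeled TNYL-RAW peptide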
PTPN22 act: LYP phosphatase activators, primary screen, biochemical, DiFMUP fluorescence, 2 µM | actives 0.11% (n = 96,000) | Tyrosine-protein phosphatase non-receptor type 22 (Homo sapiens), Q9Y2R2 | activation, % at 2 µM | recombinant LYP; 0 = plate median, 100 = signal doubled;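 active = activation at 2 µM above a set limit, the mean plus 5 SD, cut at about 37% in these data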
CYP2C9 inh: blockers of cytochrome P450 2C9 activity – biochemical, luminescence, ADME assay, primary screen. P11712. CYP2C9 Supersomes, luciferin-H conversion. inhibition, % at 5 µM. actives 20% (n = 96,000). AID 777, 2007;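 active = blocking of liver enzyme CYP2C9 beyond about 50% at 5 µM, limit read from the data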; note: values of inactives mirror those of a sister screen read the other way
Rev-RRE block: HIV-1 Rev-RRE binding inhibitors, primary screen, biochemical, FRET, protein-RNA interaction; P05866; Rev peptide-RRE RNA binding; inhibition, % at 8 µM; actives 0.79% (n = 97,000); AID 704, 2007;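 active = inhibition above the screen-wide mean plus 3 SD, cut at about 35% in these data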;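 note: 0% = median DMSO wells and 100% = median Neomycin B control wells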
Target sequence (P05866 whole entry, looked up): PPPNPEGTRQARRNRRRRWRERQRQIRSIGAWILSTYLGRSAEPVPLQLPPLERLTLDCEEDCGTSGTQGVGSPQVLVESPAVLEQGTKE
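Assay system: labelled RRE RNA duplex and labelled Rev peptide / Medium: HEPES pH 7.5 salt buffer with EDTA / Reagent: labelled Rev peptide / Schedule: 5 + 15 min at 25 °C / Signal: FRET, excitation 480 nm, emission 540 nm donor and 671 nm acceptor / Benchmarks: DMSO and neomycin B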
* hit, by the source's call; · = no result given.

SMILES	PLK1 kinase inh	Plk1 PBD FP	CYP2C9 activ	Candida biofilm	PTPN22 inh 2	EphB4 ephrin blk	PTPN22 act	CYP2C9 inh	Rev-RRE block
Cc1cc(Cl)c(S(=O)(=O)NC2CCCC2)cc1OCC(=O)NC1CCCCC1	-4.6	-4.2	0.6	-2.8	21.8	0.8	-24.1	44.4	9.3
N#Cc1ccc(-c2csc(NNC(=O)c3ccc(Br)cc3)n2)cc1	0.2	-10.5	1.3	·	11.9	2.5	-7.7	-33.9	2.2
Cc1ccc(C)n1NC(=O)c1ccccc1	-3.7	3.1	1	3.7	-15.8	-5.2	15.7	-1.7	1.2
COc1ccccc1OC1=NS(=O)(=O)c2ccccc21	-8.1	-5.7	1.1	5.5	-1.5	7.2	1.1	-12.4	3.2
Cc1onc(-c2ccccc2Cl)c1C(=O)Nc1ccc(-n2nncc2C(C)(C)C)cc1	-3.9	3.0	1	·	-9.5	0.0	7.5	4.3	3.2
O=C(C1CCCN(S(=O)(=O)c2cnc[nH]2)C1)N1CCN(Cc2ccccc2)CC1 (stereo not drawn)	-19.0	-19.5	1	-3.7	1.9	-1.1	-4.7	3.5	7.1
O=S1(=O)c2ccccc2N=NN1Cc1ccc(Cl)cc1	-1.2	-20.0	0.3	3.1	5.5	2.9	-7.9	68.3*	10.5
CCCN1C(=O)c2ccc(C(=O)NC3=NCCS3)cc2C1=O	-9.9	-2.6	0.7	-0.4	-2.4	5.4	1.1	31.7	8.2
CCOC(=O)c1[nH]c(C)c(C(=O)N2CCOCC2)c1C	-14.8	-23.9	1	-0.3	4.6	1.5	-7.5	4.7	6.7
O=C(CCNS(=O)(=O)c1cccs1)NCc1cccs1	-17.3	-12.4	0.8	6.3	2.3	-1.3	-4.1	17.5	4.6
CC(C)N(C(=O)Cn1c(SCC(=O)NCc2ccc3c(c2)OCO3)nc2ccccc21)C(C)C	-9.7	-35.2	·	-5.9	-2.0	0.7	2.5	·	3.8
CCOC(=O)C(O)(NC(=O)c1cccnc1)C(F)(F)F (stereo not drawn)	-10.8	-12.7	1.1	10.5	-2.8	-3.5	1.9	-13.4	3.0
O=C(NCc1cc(C(F)(F)F)cc(C(F)(F)F)c1)C1CC(c2cccc([N+](=O)[O-])c2)=NO1 (stereo not drawn)	-7.1	-4.1	1.2	·	8.2	5.0	-4.5	-21.8	17.0
Cc1cc(C)n(C(=O)c2cccc(S(=O)(=O)N3CCOCC3)c2)n1	-1.9	-0.3	0.7	4.5	5.0	-4.2	-1.0	33.9	3.2
c1ccc(-c2nnc3n2N=C(c2ccc4c(c2)OCO4)CS3)nc1	-2.5	-5.4	1	10.2	4.2	2.9	-4.9	4.8	6.4
O=C(NCCc1ccccc1)c1cc2sccc2n1Cc1ccccc1	-12.2	10.1	0.5	4.6	-5.1	7.6	7.3	46.3	6.2
Cc1ccc(S(=O)(=O)c2c(C)cc(C)nc2Cl)cc1	-4.8	-11.8	1.7	·	7.6	-0.3	-4.4	-70.5	-0.5
CCOc1ccc2nc(NS(=O)(=O)Cc3ccccc3)sc2c1	-3.7	-10.9	0	3.8	0.5	-1.0	1.9	96.2*	0.2
COC(=O)c1cc2occc2n1CC(=O)Nc1ccc(OC)c(OC)c1OC	-6.4	0.3	0.6	·	6.9	5.1	-7.3	44.2	6.0
CCn1c2ccc(Cl)cc2c2nc3ccccc3nc21	-18.2	11.5	1	14.5	-1.9	5.0	1.8	3.8	9.2
NC(=O)CN1CCOCCOCCN(CC(N)=O)CCOCCOCC1	-12.0	1.4	·	-2.6	-7.0	1.1	7.6	·	3.1
CCc1c(C)sc(NC(=O)OC)c1C(=O)N1CCCCC1	-12.5	-18.8	1	6.6	-14.4	-4.9	8.1	-1.7	18.8
CN(C)S(=O)(=O)N(CC(=O)N1CCOCC1)c1ccccc1	-4.1	-15.4	1.1	6.2	-3.6	3.4	1.7	-6.0	10.5
COc1cccc(N=Cc2c(O)n(-c3cccc(C)n3)c(=O)c3ccccc23)c1	-0.4	-0.4	0.5	3.8	0.1	-3.5	0.9	53.0*	10.5
CC(C)C(C(=O)Nc1ccc2c(c1)OCCO2)N1C(=O)c2ccccc2C1=O (stereo not drawn)	-12.9	14.0	0.5	2.8	7.5	-1.2	-8.8	49.3	0.7
O=[N+]([O-])c1cc(Cl)ccc1NCCNc1ncc(C(F)(F)F)cc1Cl	-6.3	-11.7	0.7	·	-12.6	-2.1	16.2	33.1	13.3
O=S(=O)(c1ccccc1)N1CCC(O)(CSc2ccc(Cl)cc2)CC1	-9.4	13.4	1.4	·	8.1	4.1	-4.3	-37.5	12.7
CCOc1ccc(C)cc1S(=O)(=O)n1ccc(C)n1	-15.4	-3.1	2.3*	4.1	-16.7	1.1	16.1	-130.3	5.2
CCOC(=O)N1CCN(c2cc3nccnc3cc2F)CC1	-5.6	9.4	0.8	-1.1	7.5	1.6	-9.1	24.3	1.1
CCOc1ccc(C2=NNC(c3cccs3)=Nc3ccc(OC)cc32)cc1	-5.9	-7.9	·	5.1	7.9	2.1	-8.5	·	16.4
O=C(COc1ccccc1Cl)NCCCN1CCOCC1	-15.5	12.0	1	9.0	13.2	-0.5	-10.2	3.2	5.5
COC(=O)c1c(NC(=O)c2c(C)noc2C)sc2c1CCCCCC2	-11.0	11.2	0.8	6.0	-0.6	10.3	0.7	16.7	12.1
CCOC(=O)c1sc(=NC(=O)c2cccc(OC)c2)n(C)c1C	-0.7	16.8	0.9	0.0	-18.7	5.3	14.8	7.1	-1.3
C=CCn1c(=N)n(CC(O)COc2ccccc2OC)c2ccccc21 (stereo not drawn)	-10.2	4.2	1.1	12.8	-4.0	-5.3	1.0	-6.1	-4.1
O=C1CC(C(=O)Nc2ccccc2)C2(CCCC2)O1 (stereo not drawn)	-9.0	10.9	1	·	4.5	-5.2	-1.8	3.4	7.1
Cc1cc2nc(C3CCCN(C(=S)Nc4ccccc4)C3)[nH]c2cc1C (stereo not drawn)	-8.3	7.2	1	·	7.0	0.0	-4.6	-3.5	-2.9
Cc1ccnc(NC(=O)CCC2CCCCC2)c1	-0.6	-12.6	0.9	12.3	10.6	5.5	-7.3	12.6	0.8
CC(C)COC(=O)NCCCOC(=O)Nc1ccccc1	5.4	-7.0	0.5	6.1	-5.2	-0.5	2.0	45.2	4.3
CCOC(=O)N1CCC(N(C(=O)Nc2ccc(CC)cc2)C(C)CC)CC1 (stereo not drawn)	-0.4	26.2	0.8	-3.4	-7.0	-4.4	3.7	24.3	0.0
COCCCNC(=O)/C=C/c1ccc(Cl)cc1Cl	-0.8	13.9	1.2	·	-0.2	-8.0	2.7	-23.4	1.8

Full records as entered above. Values in the order: PLK1 kinase inh	Plk1 PBD FP	CYP2C9 activ	Candida biofilm	PTPN22 inh 2	EphB4 ephrin blk	PTPN22 act	CYP2C9 inh	Rev-RRE block
`O=S(=O)(c1ccccc1)N1CCC(O)(CSc2ccc(Cl)cc2)CC1` as listed: -9.4	13.4	1.4	·	8.1	4.1	-4.3	-37.5	12.7
`C=CCn1c(=N)n(CC(O)COc2ccccc2OC)c2ccccc21` (stereo not drawn) as listed: -10.2	4.2	1.1	12.8	-4.0	-5.3	1.0	-6.1	-4.1

CYP2C9 inh, hit marks shown above
molecule	PLK1 kinase inh	Plk1 PBD FP	CYP2C9 activ	PTPN22 inh 2	EphB4 ephrin blk	PTPN22 act	CYP2C9 inh	Rev-RRE block
O=S1(=O)c2ccccc2N=NN1Cc1ccc(Cl)cc1	-1.2	-20.0	0.3	5.5	2.9	-7.9	68.3*	10.5
CCOc1ccc2nc(NS(=O)(=O)Cc3ccccc3)sc2c1	-3.7	-10.9	0	0.5	-1.0	1.9	96.2*	0.2
COc1cccc(N=Cc2c(O)n(-c3cccc(C)n3)c(=O)c3ccccc23)c1	-0.4	-0.4	0.5	0.1	-3.5	0.9	53.0*	10.5

Next section.
SMILES	PLK1 kinase inh	Plk1 PBD FP	CYP2C9 activ	Candida biofilm	PTPN22 inh 2	EphB4 ephrin blk	PTPN22 act	CYP2C9 inh	Rev-RRE block
COc1ccc2nc(-n3c(C)ccc3C)sc2c1	-6.0	-19.8	1	6.1	-4.5	0.8	5.2	-0.9	1.3
Cc1cc(C)n(-c2nnc3n2N=C(c2c[nH]c4ccccc24)CS3)n1	-16.0	-0.8	0.8	6.3	1.7	5.2	-2.9	19.4	15.1
O=C(CCCCCN1C(=O)CCC1=O)NCc1ccccc1	-3.3	-9.3	1	4.1	-5.2	-1.0	3.4	3.6	3.1
Cc1ccc(-n2c(SCC(=O)Nc3ccc4c(c3)OCO4)nnc2-c2ccccn2)cc1	-8.9	-18.9	0.6	-0.4	3.2	0.9	-3.3	43.0	11.4
Cc1cc(C)c(C)c(S(=O)(=O)Nc2ccc(OCC(=O)O)cc2)c1C	-12.5	-3.0	0.2	3.9	-12.6	13.2	12.0	76.2*	9.0
O=C(Cn1cccc1)NC1CCCCCC1	-12.6	8.6	1	5.8	-1.7	4.8	1.7	2.9	1.6
CCOc1ccc(Br)cc1-c1noc(-c2cccs2)n1	-4.5	2.6	0.8	7.2	3.1	4.7	-2.7	24.3	13.1
Nn1c(SCC(=O)NC2CCCCC2)nnc1C1CC1	-9.4	10.7	0.9	·	1.2	2.3	1.6	10.0	11.9
O=C(CSc1nc2ccccc2s1)NNC(=S)Nc1ccc(Br)cc1	-13.2	29.5	0.9	·	12.6	-3.7	-10.5	5.3	-2.2
O=c1[nH]c(=O)n(CCc2ccc(F)cc2)c(O)c1C=NCc1ccc2c(c1)OCO2	-11.7	25.1	1.1	·	19.9	-6.9	-15.6	-9.7	2.3
CC(=O)NCCNC(=O)[C@H](Cc1ccccc1)NC(=O)c1cccs1	-7.1	25.4	1.1	·	-0.1	4.9	-1.3	-5.5	5.8
O=C(CN1CCN(Cc2ccc3c(c2)OCO3)CC1)c1c[nH]c2ccccc12	-12.9	-17.1	0.8	·	-8.4	-3.4	12.2	18.2	0.3
Cc1cccc2c(=O)oc(-c3ccc4c(c3)C(=O)N(CC3CCCO3)C4=O)nc12 (stereo not drawn)	-18.2	27.4	·	10.7	8.9	-5.6	-6.5	·	2.8
N=c1c(C(=O)NCc2ccc(F)cc2)cc2c(=O)n3ccccc3nc2n1CC1CCCO1 (stereo not drawn)	-6.9	12.5	0.8	·	-2.6	-9.8	1.9	20.0	28.7
NC(=S)Nc1nc2ccccc2[nH]c1=O	29.8	13.9	1	7.3	-2.5	-7.8	3.4	0.4	5.2
Cc1ccccc1N1CCN(Cc2c(C#N)c3ccccc3n2C)CC1	-11.0	-12.0	1	1.0	-3.4	-1.5	0.3	-3.6	12.2
O=S(=O)(Nc1ccc(N2CCOCC2)cc1)c1ccccc1	-0.3	18.2	0.2	-1.0	-2.8	4.6	4.3	84.3*	11.3
O=C(COC(=O)c1ccccc1Nc1ccccc1)NCc1ccco1	-18.4	8.5	0.7	5.5	3.8	7.1	-4.5	27.2	4.8
O=C(c1ccc(Cn2c(=O)[nH]c3ccccc3c2=O)cc1)N1CCN(c2ccc(F)cc2)CC1	-0.6	12.9	0.4	5.4	2.1	0.1	-3.6	62.4*	-0.3
Cc1ccnc(SCCn2c(N3CCCCC3)nc3c2c(=O)n(C)c(=O)n3C)n1	-6.1	7.8	0.6	3.8	12.8	19.6*	-10.0	37.4	6.5
O=C(CSc1nnc(CNc2ccccc2)o1)N1CCCc2ccccc21	-21.9	2.7	0.7	0.6	-5.6	-6.8	6.3	25.3	8.3
